# UPR CHOP act: activators of apoptotic CHOP UPR arm, primary screen, cell-based, CHO-CHOP luciferase reporter, luminescence, uHTS. UPR activation; percent of tunicamycin response over DMSO baseline. activation, % at 10 µM. 330,000 compounds, 0.34% hits;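 active means at 10 µM dose, activation of 40% or more, normalized to positive control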;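 further: 100% = tunicamycin at 10 µg/mL and 0% = DMSO alone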
#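 measured by = luciferase luminescence | assay system = CHO-CHOP cells, stable luciferase reporter of PERK-eIF2a-CHOP signalling | amount = 500 reporter cells seeded per well | timing = 6 h compound exposure at 37 °C after overnight seeding | controls = positive tunicamycin 10 µg/mL, negative DMSO alone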
# TIM10 inh: growth inhibitors of isogenic TIM10 control yeast, primary screen, counter-screen for tim10-1 yeast inhibitor project, luminescence, uHTS | S. cerevisiae TIM10 strain growth, BacTiter-Glo luminescence, 24 h | 330,000 compounds, 1.4% hits | inhibition, % at 10 µM;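 active means inhibition of 40% or more at the single tested concentration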;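 further: wild-type TIM10 isogenic control strain grown at permissive 25 °C; 0% = DMSO yeast wells and 100% = minimal medium wells without yeast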
# Mdm2-MdmX inh: inhibitors of human Mdm2-MdmX association, primary screen, cell-based, luminescence, split luciferase, SaOS-2, uHTS. SaOS-2 split-luciferase Mdm2/MdmX complementation. inhibition, % at 8 µM. 330,000 compounds, 3% hits. Protein Mdm4 (Homo sapiens) + E3 ubiquitin-protein ligase Mdm2 (Homo sapiens), …;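 active means inhibition of at least 50% at 8 µM in the primary screen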
# Target sequence (O15151 whole entry, looked up): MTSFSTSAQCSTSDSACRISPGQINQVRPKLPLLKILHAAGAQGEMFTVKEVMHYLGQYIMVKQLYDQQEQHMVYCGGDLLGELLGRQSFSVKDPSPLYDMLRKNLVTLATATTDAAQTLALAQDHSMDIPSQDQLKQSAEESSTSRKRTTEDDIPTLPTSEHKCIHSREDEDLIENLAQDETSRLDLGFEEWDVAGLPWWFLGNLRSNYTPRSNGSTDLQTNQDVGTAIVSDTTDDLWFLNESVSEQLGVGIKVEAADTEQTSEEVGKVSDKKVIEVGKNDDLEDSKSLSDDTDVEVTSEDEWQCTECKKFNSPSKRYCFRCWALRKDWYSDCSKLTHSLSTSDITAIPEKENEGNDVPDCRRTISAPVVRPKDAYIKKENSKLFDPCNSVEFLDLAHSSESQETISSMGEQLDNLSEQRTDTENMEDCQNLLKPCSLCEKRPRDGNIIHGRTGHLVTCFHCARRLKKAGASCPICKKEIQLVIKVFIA
# Target sequence (Q00987 whole entry, looked up): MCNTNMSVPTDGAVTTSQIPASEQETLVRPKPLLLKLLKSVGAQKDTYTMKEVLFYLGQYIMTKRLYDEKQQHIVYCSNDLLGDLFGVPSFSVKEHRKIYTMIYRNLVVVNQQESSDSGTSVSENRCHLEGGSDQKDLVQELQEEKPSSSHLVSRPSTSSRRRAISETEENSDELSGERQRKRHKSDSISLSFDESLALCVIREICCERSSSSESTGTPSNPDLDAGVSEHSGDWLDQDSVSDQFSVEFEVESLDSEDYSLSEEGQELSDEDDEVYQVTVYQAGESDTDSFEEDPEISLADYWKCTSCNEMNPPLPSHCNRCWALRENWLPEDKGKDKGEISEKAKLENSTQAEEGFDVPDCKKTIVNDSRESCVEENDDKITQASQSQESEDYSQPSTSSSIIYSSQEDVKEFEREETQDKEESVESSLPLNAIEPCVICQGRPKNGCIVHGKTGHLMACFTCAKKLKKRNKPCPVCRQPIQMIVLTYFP
# tim23-1 inh: growth inhibitors of tim23-1 mutant yeast, primary screen, luminescence, uHTS | inhibition, % at 20 µM | S. cerevisiae tim23-1 growth, BacTiter-Glo luminescence, 24 h | 330,000 compounds, 1.3% hits;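 active means growth inhibition of the mutant yeast at or above 50%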;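 further: temperature-sensitive mutant grown at 25 °C; plate controls were DMSO-treated mutant yeast for no effect and medium wells lacking yeast for full effect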
# XBP1 UPR activ: activators of adaptive XBP1 UPR arm, primary screen, cell-based, CHO-XBP1 luciferase reporter, luminescence, uHTS; IRE1-XBP1 UPR activation; percent of tunicamycin response, DMSO as zero; activation, % at 20 µM; 330,000 compounds, 0.33% hits; AID 463104, 2010;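 active means versus positive control, 20 µM dose yields 30% or more activation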;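 further: 100% = tunicamycin at 10 µg/mL and 0% = DMSO only wells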
#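 Material: CHO-XBP1 cells stably carrying IRE1-XBP1-driven luciferase reporter / Amount: 1000 cells per well / Compound: 20 µM, 1% DMSO / Times: 6 h treatment, 37 °C / Detection: luciferase luminescence / Measure: % activation of reporter signal versus tunicamycin and DMSO controls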
# 697 NFkB inh: inhibitors of PMA/ionomycin-induced NF-kB reporter, 697 cells, primary screen, B-cell NF-kB inhibitor project, cell-based, luminescence, uHTS. inhibition, % at 4 µM. 697 B-cell NF-kB luciferase reporter, 16 h. 330,000 compounds, 0.33% hits; in the data active means inhibition above about 35%
# Jurkat NFkB inh: inhibitors of induced NF-kB luciferase reporter, primary screen, TCR NF-kB activation inhibitor project, cell-based, luminescence, uHTS. Jurkat, PMA/ionomycin-induced NF-kB luciferase reporter. inhibition, % at 4 µM. 330,000 compounds, 0.53% hits. AID 435003, 2010; in the data active means inhibition above about 50%
# tim10-1 inh: growth inhibitors of tim10-1 mutant yeast, primary screen, luminescence, uHTS. S. cerevisiae tim10-1 ts strain growth, BacTiter-Glo, 24 h. inhibition, % at 20 µM. 330,000 compounds, 2.2% hits. AID 463190, 2010;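 active means inhibition of at least 40%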;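 further: mutant grown at 25 °C; 0% = DMSO wells with yeast and 100% = wells holding no yeast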
# * marks the source's active call; other numbers are inactive results.
Structure	Mdm2-MdmX inh	TIM10 inh	UPR CHOP act	697 NFkB inh	Jurkat NFkB inh	tim23-1 inh	XBP1 UPR activ	tim10-1 inh
CCCCCC(NC(=O)C1CCN(C(=O)[C@@H](NS(=O)(=O)c2ccc(C)cc2)C(C)C)CC1)C(=O)O (stereo partly specified)	6	0	0.6	17	8	-6	-2	-6
CCC(=O)Nc1ccc(S(=O)(=O)NCCc2ccccc2)cc1	14	5	-0.9	10	10	11	-1	16
CC1=CC2=NC(=O)CC(C)(C(=O)N(CC(=O)NC3CCCC3)c3cc(C)cc(C)c3)N2C=C1 (stereo unspecified)	-8	-3	-0.8	-12	-1	5	1	4
Cc1cc(C)c(OCC(=O)Nc2cccc(NC(=O)c3ccco3)c2)c(Br)c1	23	45*	0.5	-5	0	55*	3	18
O=C(CN1c2cccc3cccc(c23)S1(=O)=O)Nc1c(F)c(F)c(F)c(F)c1F	19	3	-2.7	3	-2	14	-2	14
COc1cc(CC(=O)NC2CCCc3ccccc32)cc(OC)c1OC (stereo unspecified)	-12	20	1.6	6	6	19	4	3
CC(C)(C)NC(=O)C(c1ccc(O)cc1)N(C(=O)CCC(=O)Nc1nccs1)c1ccccc1F (stereo unspecified)	0	-3	-0.2	17	-19	19	-4	-2
O=C(OC(C(=O)NCC1CCCO1)c1ccc(F)cc1)c1ccco1 (stereo unspecified)	2	-7	-1.5	-15	-9	11	0	15
CCOc1cc(N2CCOCC2)c(OCC)cc1NC(=O)C1=COCCO1	13	4	-0.5	12	-10	25	-1	4
Cc1cccc(NC(=O)Cn2cnc3ccc(S(=O)(=O)N4CCC(C)CC4)cc3c2=O)n1	16	16	2.1	6	6	5	0	20
CC(c1cccs1)N(C(=O)Nc1ccccc1)C1CCCCC1 (stereo unspecified)	0	36	3.7	17	5	35	-2	36
Fc1ccc(-[n+]2nc(Nc3ccccc3)sc2-c2cccc(Cl)c2Cl)cc1	3	14	-1.6	-41	-32	17	-2	17
CCNc1nc(NC(C)(C)C)nc(SCC(N)=O)n1	3	12	0.5	-8	15	-4	0	-1
CCOC(=O)CC1(NC(=O)c2cc(COc3cncc(Cl)c3)on2)CCCCC1	14	9	-0.8	-38	-10	32	-2	22
Cc1cc(OCc2cc(C(=O)NC(C)c3c(C)nn(C)c3C)no2)cc(C)c1Cl (stereo unspecified)	-53	8	7.3	-121	-84	32	-5	46*
CC(=O)NCCc1ccc(S(=O)(=O)N2CCCC2)cc1	-20	5	-1.3	18	10	9	0	20
Brc1ccccc1Cn1c(-c2cncs2)nc2ccccc21	16	19	0.8	4	3	31	2	22
CCNc1ccc(S(=O)(=O)N(C)C)cc1NCC(=O)Nc1ccccc1F	-19	4	1.7	-20	1	13	-2	8
CC(C)n1cnc2cc(NCc3ccccn3)ccc21	0	-4	4.3	-37	-40	1	0	-7
CCOC(=O)c1c(/N=C/c2cccc([N+](=O)[O-])c2O)sc2c1CCC2	0	15	0.6	-10	-1	13	1	7
Cc1cccc(-c2nc(Nc3ccc(O)cc3)c3ccccc3n2)c1	49	3	-0.2	20	24	63*	1	32
CC1SC(=NC(=O)c2ccncc2)NC1=O (stereo unspecified)	19	-28	0.3	18	7	-2	0	10
CC(C)(C)OC(=O)NCC(=O)Oc1cc2oc(=O)cc(-c3ccccc3)c2cc1Cl	43	1	-0.5	-12	2	40	-1	7
O=C(CCCN=C1NS(=O)(=O)c2ccccc21)OCC(=O)c1ccc(F)cc1	-9	-5	-0.6	-9	-3	-11	-2	-15
COc1ccc(NC(=O)COC(=O)/C=C/c2ccc(OC)c(S(=O)(=O)N3CCOCC3)c2)cc1	7	-12	0.6	12	6	4	-1	10
CCCc1ccc(NC(=O)C2CCCN(c3cnccn3)C2)cc1 (stereo unspecified)	-10	24	4.4	-71	-16	13	-2	13
Cc1nc2ccccc2c2ncccc12	-11	8	2.9	-7	-10	0	4	10
Cc1cc(Cl)ccc1OCCCC(=O)NCc1ccccn1	0	4	-0.3	-2	13	19	1	-2
COc1cccc(C2=NCCc3cc4c(cc32)OCO4)c1OC	18	9	0.5	-5	3	10	2	19
CCOc1ccc(S(=O)(=O)N2CCOCC2)cc1NC(=O)CN1C(=O)NC(C)(c2ccc(C)cc2)C1=O (stereo unspecified)	18	16	0.0	19	-4	-7	-1	-13
N/C(=N\c1nc2ccccc2o1)NC(=O)c1ccccc1	-55	17	4.9	-73	-79	-6	0	19
Cc1cc(C)cc(-n2c(C)cc(/C=N/NC(=O)c3cccc([N+](=O)[O-])c3C)c2C)c1	6	-20	-1.9	-53	-9	-13	-4	-4
CCOC(=O)C1=C(CNCCOc2ccc(OC)cc2)NC(=O)NC1c1ccc2c(c1)OCO2 (stereo unspecified)	24	11	-0.4	8	-10	8	-3	22
CC(=O)Oc1ccc(C(=O)Nc2cccc(C(=O)NC(C)(C)C)c2)cc1	24	-6	-2.2	-6	-4	4	-1	-3
CCN1C(=O)c2ccccc2S(=O)c2ccc(C(=O)NC3CC3)cc21 (stereo unspecified)	4	-1	1.3	-2	8	10	2	3
COc1ccc(-n2nc(C(=O)NCC(=O)NC3CCCC(C)C3C)c3ccccc3c2=O)c(OC)c1 (stereo unspecified)	-29	12	-0.7	-5	-7	2	-3	-19
COc1ccc(Cl)cc1NC(=O)c1cc(C)no1	10	5	0.4	-5	-13	10	-3	12
CCCCCN1C=CC=C/C1=C\C=C(C#N)C#N	10	12	0.6	8	-14	22	-3	16
CN1C(=O)C2ON(c3ccccc3)C(c3cccs3)C2C1=O (stereo unspecified)	31	-16	1.0	9	0	1	-1	16
O=C(CSc1ncc(-c2ccccc2)nn1)NCc1ccco1	11	21	2.8	9	3	16	-4	19
CCCNC(=O)NCc1ccc(N2CCCC2=O)cc1	8	3	-0.9	11	-5	-3	-1	1
CCN(C1CCCCC1)S(=O)(=O)c1ccc(S(=O)(=O)N(CC(=O)Nc2ccccc2)C2CC2)cc1	13	6	-1.0	4	-2	9	-3	15
Cc1ccc(C)c(NC(=O)N2CCc3ccccc3C2)c1	9	20	3.0	-25	-25	15	1	8
COc1ccc(C(=O)OCC(=O)c2ccc3c(c2)NC(=O)CO3)cc1OC	16	-8	3.3	19	7	-9	0	-11
COc1nc2ccccc2nc1N1CCN(c2ccc(F)cc2)CC1	15	18	-1.3	3	14	14	-6	11
COc1ccc(C=NCCCN2CCOCC2)cc1	9	-2	0.6	-1	-19	-22	-3	-1
CCOCCCNCc1ccc(OC)cc1	18	-12	-0.9	20	-2	-8	0	16
COC(=O)CSc1nc2cc(OC)ccc2n1C	12	-11	7.8	9	2	4	-1	11
COc1ccccc1NC(=O)Cn1c(O)c(N=NC(=O)c2ccccc2O)c2ccccc21	43	4	0.2	7	3	-7	3	-8
CCC1SC2=NCN(c3ccccc3)CN2C1=O (stereo unspecified)	-27	-22	-0.3	-2	8	5	-1	13
COc1cc(C(=O)NCC(=O)n2nc(C)cc2C)cc(OC)c1OC	25	-5	-0.5	14	-8	21	1	38
COc1ccc(S(=O)(=O)c2ccc(OC)c(OC)c2)cc1OC	22	-5	-4.3	17	-17	1	-1	-10
COCCNc1ccc(S(=O)(=O)N2CCCC2)cn1	34	4	1.9	3	16	-6	-2	-2
CCOc1ccccc1OCCOCCOc1ccccc1[N+](=O)[O-]	-24	22	-0.2	9	1	23	-3	22
Nn1c(SCC(=O)Nc2ccc(F)cc2F)nnc1-c1cccnc1	-35	-2	2.3	-4	-11	-3	-2	13
Cn1ncc(N=Cc2ccccc2)c1C(N)=O	9	-6	-2.8	17	9	19	-1	6
O=C(CCNS(=O)(=O)c1ccccc1)NCCCSc1ccccc1	30	2	2.4	9	7	15	-5	5
CCOC(=O)C(C)Sc1nc(=O)n2ccccc2n1 (stereo unspecified)	12	1	-0.5	14	11	-6	-4	-11
CSCCC(NC(=O)c1ccccc1)C(=O)NCCCn1nc(C)cc1C (stereo unspecified)	26	7	0.7	-7	-10	-3	-3	-8
O=C(NC1=NCCS1)c1ccc(Cl)c(S(=O)(=O)N2CCCC2)c1	-25	17	-0.4	1	-14	23	-1	5

# Next section:
Structure	Mdm2-MdmX inh	TIM10 inh	UPR CHOP act	697 NFkB inh	Jurkat NFkB inh	tim23-1 inh	XBP1 UPR activ	tim10-1 inh
Cn1ccnc1SCc1ccc(Cl)cc1Cl	-33	3	0.8	-25	-16	18	-2	35
Cc1nn(C)cc1/C=N/NC(=O)Cn1nccc1C	-9	15	0.9	-3	15	21	0	-6
CC(=O)N1c2ccc(S(=O)(=O)N3CCCC(C(=O)Nc4cccc(F)c4)C3)cc2CC1C (stereo unspecified)	25	7	5.8	-3	11	19	-2	15
CCOC(=O)c1c(C2COc3ccccc3O2)csc1NC(=O)c1ccco1 (stereo unspecified)	-1	11	5.2	12	-2	16	6	26
CCCc1nc2c(nnn2Cc2ccccc2Cl)c(=O)[nH]1	13	3	-0.8	8	-6	10	0	-8
Cc1cc(-c2nc3ccccc3c(=O)o2)ccc1[N+](=O)[O-]	1	29	-1.1	-23	-3	20	-3	30
O=C(CSc1nc2ccccc2o1)NC1CCCC1	-7	4	-0.9	14	2	-6	-3	9
COc1ccc(NC(=O)Cn2cnc3c(nnn3-c3ccc(C)cc3)c2=O)cc1	23	6	-0.2	13	1	-5	0	3
CCOc1ccccc1NC(=S)NC1CCCCC1	3	19	-1.3	-1	10	14	-4	29
CCN(CC)CCCNC(=O)Cn1cc2c(n1)CCC(C)C2 (stereo unspecified)	5	7	-1.4	4	-5	-14	-2	-1
O=C(NCc1cccc(Br)c1)C1CC(c2cc(C(F)(F)F)cc(C(F)(F)F)c2)=NO1 (stereo unspecified)	-1	-2	1.6	-14	-1	13	1	9
COC(=O)/C=C1/N/C(=N\c2nc(C)cc(C)n2)N(c2cccc(C)c2)C1=O	12	12	-2.0	20	-7	16	-5	-2
CCOc1ccc2nc(SCc3ccc(CC(=O)O)cc3)c(C#N)cc2c1	10	14	-0.4	11	-25	19	-5	19

# Sorted by SMILES length (ascending): part of the list above
Structure	Mdm2-MdmX inh	TIM10 inh	UPR CHOP act	697 NFkB inh	Jurkat NFkB inh	tim23-1 inh	XBP1 UPR activ	tim10-1 inh
CC(c1cccs1)N(C(=O)Nc1ccccc1)C1CCCCC1 (stereo unspecified)	0	36	3.7	17	5	35	-2	36
Cc1cc(OCc2cc(C(=O)NC(C)c3c(C)nn(C)c3C)no2)cc(C)c1Cl (stereo unspecified)	-53	8	7.3	-121	-84	32	-5	46*
COc1ccc(NC(=O)COC(=O)/C=C/c2ccc(OC)c(S(=O)(=O)N3CCOCC3)c2)cc1	7	-12	0.6	12	6	4	-1	10
CCN(C1CCCCC1)S(=O)(=O)c1ccc(S(=O)(=O)N(CC(=O)Nc2ccccc2)C2CC2)cc1	13	6	-1.0	4	-2	9	-3	15
CCOc1ccc(S(=O)(=O)N2CCOCC2)cc1NC(=O)CN1C(=O)NC(C)(c2ccc(C)cc2)C1=O (stereo unspecified)	18	16	0.0	19	-4	-7	-1	-13

# Screening results (PubChem BioAssay)
